# EPAC2 agonist = activates human EPAC2 exchange factor | Q8WZA2 | EPAC2 activation, biochemical qHTS; response scale: 100% = 6.5 mM cAMP response | Potency, µM (series often up to 154 µM), inactives show at the top dose activation, usual class: activators | 0.079% of 360,000 active | AID 720711; further: potency means the concentration at half of the fitted maximal effect; nearly all actives have a fitted effect of over 50% in size
#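 Compounds were titrated in qHTS against a Rap1B-BODIPY-GDP (250 nM) complex with EPAC2 (100 nM) and GDP (50 uM). BODIPY-GDP release tracked at 480/540 nm over 30 min at room temperature, normalized to 6.5 mM cAMP.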
# PI5P4K alpha inh = inhibitors of human PI5P4K alpha | P48426 | PI5P4Kalpha enzyme, ADP-Glo luminescence, 60 min; active compounds read low | max response, % | 1.2% of 330,000 active; active means max response of -50% or lower; inconclusive means between -30% and -50%; inactive means -30% or higher; further: value at the top dose of about 77 µM; on the % scale 0 is the no-effect control and ±100 the full control effect
#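 Compounds were pin-transferred onto PI5P4Kalpha and substrate in HEPES pH 7.4 buffer with EGTA, CHAPS and 5% DMSO. ATP (5 microM final) started the reaction, which ran 60 minutes at room temperature before ADP-Glo detection.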
# PLK1 PBD block = blocks phosphopeptide binding to human PLK1 polo-box domain | Plk1 PBD binding of FITC phosphopeptide, fluorescence polarization | Potency, µM, for inactives: max response, negative = inhibition, hits mostly inhibitors | 2.8% of 360,000 active | P53350; further: potency means the concentration at half of the fitted maximal effect; series mostly up to about 57 µM; on the % scale 0 is the no-effect control and ±100 the full control effect; nearly all actives have a fitted effect of over 65% in size
# CCT chaperon mod = cytosolic chaperonin activity modulation; purified chaperonin ATPase assay, HTRF ADP detection, 30 min; AID 651819; activity change, % (concentration not given with the values), hits read low; 0.3% of 360,000 active; in the data active means activity change below about -30%; further: on the % scale 0 is the no-effect control and ±100 the full control effect
#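 TRiC at 40 or 20 nM final (batch-dependent) in 30 mM Tris pH 7.4, 100 mM KCl, 5 mM MgCl2, 1 mM DTT, with compound at single 76 uM and 10 uM ATP, 30 min at 37 deg C. ADP detected by HTRF Transcreener, 665/615 ratio.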
# EPAC1 antagonist = blocks human EPAC1 exchange factor; O95398; EPAC1 GEF assay, Rap1b-BODIPY-GDP exchange fluorescence; Potency, µM (titrated, usually from 115 µM), without a hit: top-dose activity change, negative = inhibition, actives largely listed as inhibitors; 0.14% of 360,000 active; AID 720709;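 further: potency means the concentration at half of the fitted maximal effect; plate controls were vehicle for no effect and positive control for full effect; nearly all actives have a fitted effect of over 50% in size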
# Target sequence (O95398 whole entry, looked up): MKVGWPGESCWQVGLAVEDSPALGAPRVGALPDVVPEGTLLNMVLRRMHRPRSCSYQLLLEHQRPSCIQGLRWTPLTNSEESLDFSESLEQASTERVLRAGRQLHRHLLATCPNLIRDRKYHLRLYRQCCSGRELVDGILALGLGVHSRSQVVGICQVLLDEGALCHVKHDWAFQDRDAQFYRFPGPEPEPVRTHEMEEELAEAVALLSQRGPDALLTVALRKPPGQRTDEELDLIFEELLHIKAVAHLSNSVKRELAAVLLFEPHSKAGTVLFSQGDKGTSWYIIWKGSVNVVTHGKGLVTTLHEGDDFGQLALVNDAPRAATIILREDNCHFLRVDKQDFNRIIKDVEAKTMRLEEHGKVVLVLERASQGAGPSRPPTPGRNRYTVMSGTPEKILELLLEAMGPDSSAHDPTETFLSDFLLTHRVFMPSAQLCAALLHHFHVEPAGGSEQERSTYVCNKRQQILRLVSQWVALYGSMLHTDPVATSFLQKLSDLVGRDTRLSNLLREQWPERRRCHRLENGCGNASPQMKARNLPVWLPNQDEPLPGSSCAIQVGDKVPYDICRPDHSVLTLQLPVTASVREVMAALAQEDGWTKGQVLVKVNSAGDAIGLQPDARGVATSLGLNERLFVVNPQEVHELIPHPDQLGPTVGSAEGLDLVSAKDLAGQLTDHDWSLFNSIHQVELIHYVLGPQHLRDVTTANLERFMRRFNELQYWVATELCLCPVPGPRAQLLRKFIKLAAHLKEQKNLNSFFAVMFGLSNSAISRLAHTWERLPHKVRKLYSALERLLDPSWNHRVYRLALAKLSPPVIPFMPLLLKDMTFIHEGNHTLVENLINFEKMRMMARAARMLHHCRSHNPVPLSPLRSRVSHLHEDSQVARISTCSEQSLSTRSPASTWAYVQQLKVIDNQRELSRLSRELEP
# WRN inhibitor = WRN helicase (human) inhibition; WRN helicase unwinding, fluorescent forked duplex, kinetic; 0.46% of 360,000 active; AID 651768; Potency, µM (series often up to 114 µM), without a hit: at the highest dose activity change, negative = inhibition, hits mostly inhibitors; further: potency means the concentration at half of the fitted maximal effect; on the % scale 0 is the no-effect control and ±100 the full control effect; nearly all actives have a fitted effect of over 55% in size
#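 Kinetic fluorescence helicase assay: unwinding of a quenched forked DNA duplex (100 nM final) with 2 mM ATP final raises red fluorescence (525/598 nm). Compounds sat 15 min at room temperature with 20 nM WRN beforehand.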
# IL2 activator = activators of IL-2 | IL-2 activation reporter assay, cell-based qHTS; stimulated with anti-CD3/CD4/CD28 beads; in transgenic mouse T cells | 0.065% of 360,000 active | activation, % (series mostly up to about 46 µM); in the data active means activation above about 50%; inconclusive means mostly about 30% to 49%; further: 0% is about no effect
#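 Unstimulated transgenic mouse T cells, 750 per well, received compound and, after 60 minutes, anti-CD3/anti-CD4 bead plus anti-CD28 stimulation. EGFP and DsRed were quantified after 18 hours.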
# EPAC1 agonist = EPAC1 (human) agonism; Potency, µM (series often up to 154 µM), without a hit: top-dose activation, actives largely listed as activators; AID 720707; 0.073% of 360,000 active; EPAC1 agonist qHTS, biochemical assay; response scale: 100% = response to 6.5 mM cAMP; further: potency means the concentration at half of the fitted maximal effect; nearly all actives have a fitted effect of over 60% in size
#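 Multi-concentration qHTS readout: loss of Rap1B-bound BODIPY-GDP fluorescence driven by 100 nM EPAC1 with excess GDP (50 uM), monitored kinetically at room temperature; agonist response expressed relative to 6.5 mM cAMP.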
# Active calls of the source: *; ? = inconclusive; nt = not tested or not shown; [ ] = remark or other dose. Unless noted, the call rests on the fitted dose curve; in most records, active means well fitted curve in the direction sought with a large enough effect; inconclusive means small, poorly fitted or top-dose-only effect, or another doubt; inactive means no such curve, though single readings can be large; an effect the other way counts as inactive or inconclusive.
molecule	EPAC2 agonist	PI5P4K alpha inh	PLK1 PBD block	CCT chaperon mod	EPAC1 antagonist	WRN inhibitor	IL2 activator	EPAC1 agonist
CCN(CC(=O)NCc1cccs1)C(=O)/C=C/c1cccc(Cl)c1Cl	-5%	-6	-1%	-4.1	-5%	6%	1.2	-2%
COc1cc(CN2CCN(S(=O)(=O)c3ccccc3)CC2)cc(OC)c1OC	4%	0	-4%	-0.5	-1%	-5%	-0.3	1%
CN1CCCC1=Nc1ccccc1	2%	-7	5%	0.4	12%	5%	-3.0	-14%
CC(C)n1c(SCc2ccc(Cl)cc2)nc2c1c(=O)[nH]c(=O)n2C	-4%	1	?	-0.6	-3%	-16%	-0.2	-5%
COc1cccc(OC(C)c2ccnc3nc(/N=C/N(C)C)nn23)c1 (stereo not drawn)	4%	nt	1%	-0.4	-14%	-3%[57.1 µM]	-2.7	8%
O=C(CSc1nccn1Cc1ccco1)Nc1cccc(F)c1	9%	0	-18%	-3.6	-24%	4%	-3.0	-4%
Cc1onc(-c2ccccc2)c1C(=O)Oc1cccnc1	9%	7	-9%	1.4	6%	-3%	-1.8	13%
CCCCC(C(=O)NC1CCCC1)N(Cc1ccccc1)C(=O)c1snc(C(N)=O)c1N (stereo not drawn)	11%	5	1%	-7.8	-21%	3%	-2.6	8%
S=c1[nH]nc(-c2cccnc2)o1	-8%	nt	-4%	1.5	-7%	9%	-1.4	-3%
COc1ccc(OCC(=O)Nc2nccs2)cc1	1%	-22	-10%	-1.0	-7%	0%	0.9	4%
COc1ccc(CNC(=O)O[C@H]2Cn3c(=O)ccc(=O)n3[C@@H]3CN(S(=O)(=O)c4ccc(C)cc4)C[C@]23O)cc1OC	17%	3	-19%	-2.5	-11%	-2%	-2.1	14%
CC(C)(C)c1ccc(S(=O)(=O)NC(=O)C2(C)CCN2C(=O)CC2CCCCC2)cc1 (stereo not drawn)	-1%	2	-3%	1.3	-22%	-5%	-0.6	-11%
COc1ccc(NC(=O)C(CCS(C)(=O)=O)N2C(=O)c3ccccc3C2=O)cc1 (stereo not drawn)	15%	-21	-7%	0.5	14%	16%	-1.5	-5%
COc1ccccc1-c1noc2c1C(=O)N(Cc1cn(-c3ccc(Cl)cc3)nn1)CC2	18%	-12	-3%	1.5	-6%	-3%	-0.6	11%
CN(C(=O)c1cccc(N2C(=O)C3C4C=CC(C4)C3C2=O)c1)C1CCCCC1 (stereo not drawn)	-2%	9	2%	-0.2	-3%	2%[57.1 µM]	2.0	-1%
CC12CCC(C(=O)N(CC(O)CN3CCCCC3)C1=O)C2(C)C (stereo not drawn)	9%	nt	-6%	-1.2	-3%	-2%	-1.4	2%
C/C(=C\C(=O)c1ccc(Cl)cc1)Nc1ccc(Br)cc1	-1%	10	-12%	0.3	0%	1%	2.6	0%
CS(=O)(=O)N(Cc1ccccc1)c1ccc(C(=O)N2CCc3ccccc3C2)cc1	6%	nt	0%	0.6	-2%	0%	-2.0	3%
CN(C)C1CCN(Cc2cc(COCc3ccccc3)c3cccnc3c2O)C1 (stereo not drawn)	-1%	nt	nt	nt	4%	nt	-0.3	-17%
Cc1ccc(C(C)NC(=O)CSc2ccc(S(=O)(=O)N3CCOCC3)cn2)cc1C (stereo not drawn)	23%	-18	-25%	-0.7	12%	-1%	-3.2	8%
O=C(CN1CCCCCC1)N/N=C/c1cccc(Cl)c1Cl	-2%	-4	-13%	-0.4	-2%	5%	-0.6	5%
COc1cc(CNc2ccc3[nH]c(=O)[nH]c3c2)ccc1OCc1ccc(F)cc1	-12%	-4	7%	1.2	-11%	7%	0.0	10%
O=C(NCC(c1ccco1)N1CCCCC1)c1cccc(S(=O)(=O)Nc2ccc(F)cc2)c1 (stereo not drawn)	7%	0	0%	-0.9	-5%	-5%	0.9	7%
CC1CN(S(=O)(=O)c2ccc(C(=O)Nc3nnc(-c4ccccn4)o3)cc2)CC(C)O1 (stereo not drawn)	-2%	-2	-3%	1.0	11%	-5%	-1.0	0%
Cc1occc1C(=O)NNC(=S)Nc1cccc([N+](=O)[O-])c1	11%	-8	-13%	-2.2	7%	-15%	-0.7	1%
CCOC(=O)[C@H]1[C@H]2COc3ccc(Br)cc3[C@@H]2N2C(=O)N(c3ccccc3)C(=O)[C@@]12C	8%	4	-10%	-1.4	-5%	-7%	0.5	-7%
Cc1ccc2nc(N(CCCN(C)C)C(=O)CN3C(=O)c4ccccc4C3=O)sc2c1	1%	4	5%	1.5	-4%	0%	0.3	13%
OCC[C@@H]1C[C@@H](O)[C@H](O)[C@@]2(OCc3ccccc32)O1	17%	-1	-28%	-0.8	2%	7%	-2.5	4%
COc1cccc(C2CC(c3c(F)cccc3Cl)n3nc(N)nc3N2)c1 (stereo not drawn)	-4%	-5	1%	-4.4	13%	10%[57.1 µM]	-2.5	3%
O=C(COc1ccc(F)cc1)Nc1nnc(C2CCCCC2)s1	8%	-8	6%	-1.0	-3%	2%	1.8	4%

# Full records, looked up by structure:
# Results for `O=C(COc1ccc(F)cc1)Nc1nnc(C2CCCCC2)s1` = EPAC2 agonist: 8%; PI5P4K alpha inh: -8; PLK1 PBD block: 6%; CCT chaperon mod: -1.0; EPAC1 antagonist: -3%; WRN inhibitor: 2%; IL2 activator: 1.8; EPAC1 agonist: 4%
# Results for `S=c1[nH]nc(-c2cccnc2)o1` = EPAC2 agonist: -8%; PI5P4K alpha inh: nt; PLK1 PBD block: -4%; CCT chaperon mod: 1.5; EPAC1 antagonist: -7%; WRN inhibitor: 9%; IL2 activator: -1.4; EPAC1 agonist: -3%

# (next part)
molecule	EPAC2 agonist	PI5P4K alpha inh	PLK1 PBD block	CCT chaperon mod	EPAC1 antagonist	WRN inhibitor	IL2 activator	EPAC1 agonist
COc1cccc(-c2cc(C(=O)Nc3cc(C)n(Cc4ccc(Cl)cc4)n3)no2)c1	17%	nt	-6%	-0.1	-1%	6%	-1.0	16%
CC(C)Cn1c(CN2C(=O)c3ccccc3C2=O)nc2ccccc2c1=O	1%	2	-4%	-1.9	-16%	10%	0.0	-3%
Cn1c(N2CCC(C(N)=O)CC2)nc2c1c(=O)n(Cc1ccc(Br)cc1)c(=O)n2C	-1%	nt	-8%	0.6	-6%	6%	-1.5	9%
CCN1CCN(c2nc3c(C)cccn3c(=O)c2C=C(C#N)C#N)CC1	3%	-1	-10%	-0.4	0%	3%	-0.9	6%
CCOc1ccc(CCNC(=O)C2CSC3(C)CCC(=O)N23)cc1OCC (stereo not drawn)	1%	4	-5%	-0.5	0%	-3%	-2.1	10%
O=C(O)C1=CC[C@@H](c2ccc(Cl)cc2)N(S(=O)(=O)c2ccc(Cl)cc2)C1	-3%	-4	-2%	-1.4	-4%	13%	0.1	0%
COc1ccc(CCCNC(=O)C2CCC(=O)N(CCCN3CCCC3=O)C2)cc1 (stereo not drawn)	-7%	-1	?	-1.5	13%	1%	-5.3	5%
COc1cccc(C(=O)Nc2nc3ccccc3[nH]2)c1	1%	-10	1%	0.4	9%	1%	-0.4	-6%
Cc1c(Cl)cccc1NC(=S)NCc1ccc(Cl)cc1	-4%	3	4%	-3.3	7%	-2%	0.6	-2%
CCOC(=O)C1CN(S(=O)(=O)c2ccc(OC)cc2)c2cc(Cl)ccc2O1 (stereo not drawn)	12%	23	-12%	0.9	-22%	5%	-0.4	16%
O=C(CSc1nnc(C2CC2)n1Cc1ccccc1)Nc1cccnc1Cl	11%	1	-10%	-2.2	-11%	-2%	1.0	18%
COc1cccc(CN(C)CC(=O)Nc2cccc(S(=O)(=O)N(C)c3ccccc3)c2)c1OC	1%	-2	2%	0.6	-17%	-7%	-4.7	5%
CCOc1cc(C2C(C#N)=C(N)Oc3n[nH]c(-c4ccccc4)c32)ccc1O (stereo not drawn)	3%	?	-9%	-0.8	0%	17%	-2.0	8%
COc1ccc(Cl)cc1C(=O)NC(=S)Nc1ccccc1N1CCOCC1	16%	3	-19%	-3.2	10%	-2%	-0.4	-5%
CCC(C)[C@H](NC(=O)N1CCN(c2cccc(C(F)(F)F)c2)CC1)C(=O)OC (stereo partly drawn)	3%	nt	-3%	-2.1	-7%	-3%	-1.8	-1%
NS(=O)(=O)c1ccc(CCNC(=O)NC23CC4CC(CC(C4)C2)C3)cc1	8%	0	-3%	-0.7	8%	1%	0.0	2%
C[C@@H]1CN([C@H](C)CO)C(=O)c2c(c3ccccc3n2C)-c2ccccc2CO[C@H]1CN(C)Cc1ccc2c(c1)OCCN2C	1%	-1	-3%	-0.7	13%	2%	2.1	2%
CCOC(=O)C1CCN(C(=O)Cn2nc(C)n3c(cc4cc(F)ccc43)c2=O)CC1	5%	4	1%	0.2	23%	9%	-2.7	-3%
CCCCc1nc(N)c(C#N)c(-c2ccco2)c1CCC	-1%	nt	-3%	0.8	-14%	-13%	1.6	3%
CCOC(=O)c1[nH]c2ccc(Br)cc2c1NC(=O)CCN1CCC(C)CC1	5%	6	?	-1.9	-16%	-6%	-0.3	4%
O=C(CCCSc1nc2ccccc2[nH]1)NCc1ccc(Cl)cc1	13%	3	?	0.9	-18%	-2%	-0.3	-10%
COC(=O)[C@H](CCSC)NC(=O)Nc1ccc(S(N)(=O)=O)cc1	4%	8	0%	2.7	-2%	-3%	0.5	10%
CCSc1nc(O)cc(=O)n1-c1ccc(OC)cc1	3%	nt	-5%	-2.5	7%	-12%	0.1	4%
CO/N=C/C(C(C)=O)C(=O)Nc1ccc(Cl)cc1Cl (stereo not drawn)	9%	14	-3%	0.7	-16%	-1%	1.6	-1%
CC(C)(C)c1cc(-n2ccnc2)n2ncc(-c3ccc(Cl)cc3)c2n1	-8%	-9	9%	-15	9%	0%	1.2	0%
Cc1ccc(-c2cc(C(=O)Nc3cccnc3)c3ccccc3n2)o1	-1%	nt	?	0.2	-12%	?	-0.1	6%
CC1(C)C(=O)Nc2ccccc2N1C(=O)COC(=O)COc1ccc(C#N)cc1	4%	-26	-6%	-0.5	6%	-13%	-0.1	-6%
Cc1ccc(C2=NN=C(NC(=O)CSc3nncn3C)SC2)cc1	?	?	3µM*	0.1	-4%	-29%	-0.9	-10%
COC(=O)C(CC(C)C)NC(=O)c1ccc(F)cc1 (stereo not drawn)	-3%	nt	-7%	-4.4	9%	-3%	-1.6	10%

# Bioassay records (PubChem)

# This is a subset (hit frequency here may not be typical).
